Screening data deposited in PubChem by Sanford-Burnham Center for Chemical Genomics.
mIAP act = mouse IAP activation; muIAP, CDP-Star luminescence, 30 min; stronger effect = higher value; 1 = vehicle-only enzyme signal, 0 = enzyme-free wells; activation factor at 10 µM; hit rate 0.24% among 330,000;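 active = activation factor of at least 2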; also: the source names both 10 and 20 µM as test concentration; values of inactives mirror those of a sister screen read the other way
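System: mouse IAP enzyme. Reagent: CDP-Star chemiluminescent phosphatase substrate. Benchmarks: DMSO wells, no-enzyme wells. Times: 30 min enzyme-substrate-compound incubation at room temperature. Detection: luminescence from enzymatic CDP-Star hydrolysis. Doses: test compounds delivered from DMSO solution.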
hIAP block = blocks human intestinal alkaline phosphatase | P09923 | purified IAP, CDP-Star luminescence, 30 min | inhibition, % at 10 µM | hit rate 0.12% among 330,000 | AID 2544;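 active = inhibition reaching a set limit with compound at 10 µM in the primary screen, cut at about 35% in these data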;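 also: plate controls were DMSO wells with enzyme for no effect and no-enzyme buffer wells for full effect; values of inactives mirror those of a sister screen read the other way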
Target sequence (P09923 whole entry, looked up): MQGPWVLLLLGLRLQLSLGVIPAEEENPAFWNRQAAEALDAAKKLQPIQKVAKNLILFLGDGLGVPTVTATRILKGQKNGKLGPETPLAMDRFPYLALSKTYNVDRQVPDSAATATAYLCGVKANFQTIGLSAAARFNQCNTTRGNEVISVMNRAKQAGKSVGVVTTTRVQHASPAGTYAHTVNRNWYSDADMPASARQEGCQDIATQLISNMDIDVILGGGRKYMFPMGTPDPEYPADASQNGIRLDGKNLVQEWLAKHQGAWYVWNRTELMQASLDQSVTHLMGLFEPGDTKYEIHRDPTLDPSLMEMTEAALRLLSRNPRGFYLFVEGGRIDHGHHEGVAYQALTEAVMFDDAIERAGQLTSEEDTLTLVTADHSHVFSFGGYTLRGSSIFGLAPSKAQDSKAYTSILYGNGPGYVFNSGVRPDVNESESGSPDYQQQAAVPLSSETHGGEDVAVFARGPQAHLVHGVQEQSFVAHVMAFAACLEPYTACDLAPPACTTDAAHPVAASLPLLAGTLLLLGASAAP
MPTP block = permeability transition pore inhibition | hit rate 1.4% among 360,000 | isolated mouse mitochondria, Ca2+ swelling absorbance, 30 min | inhibition, % at 10 µM;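 active = inhibition of 50% or more, scaled per plate between neutral and stimulator controls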;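 also: 0% = DMSO wells given calcium and 100% = 1 mM EGTA wells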
MIN6 prolif = induces beta-cell replication in MIN6 cells. MIN6 cells proliferation, ATPlite luminescence, 48 h; cells starved in 0.2% serum; 100% = growth in 10% serum. proliferation, % at 10 µM. hit rate 0.29% among 330,000;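 active = compounds whose signal lies at least 3.5 SD above the mean of all wells on their plate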;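 also: 0% = DMSO-treated cells in low-serum medium and 100% = 10% serum control; some compounds called inactive have numbers as strong as hits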
mIAP block = mouse IAP inhibition | purified mouse IAP, CDP-Star luminescence, 30 min | inhibition, % at 10 µM | hit rate 0.2% among 330,000 | AID 2806;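 active = inhibition of at least 40% at 10 µM in the primary screen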;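 also: plate controls were DMSO with enzyme for no effect and no enzyme wells for full effect; values of inactives mirror those of a sister screen read the other way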
hIAP activ = human IAP activation; purified human IAP, CDP-Star luminescence, 30 min; stronger effect = higher value; 1 = vehicle-only enzyme, 0 = enzyme-free background; hit rate 0.16% among 330,000; AID 2524; P09923; activation factor at 10 µM;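 active = activation factor of the enzyme at least 2-fold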; also: the source names both 10 and 20 µM as test concentration; values of inactives mirror those of a sister screen read the other way
ATG4B inhibitor = ATG4B (human) cysteine protease inhibition; ATG4B cleavage of LC3-PLA2, NBD-HPC fluorescence, 1 h; inhibition, % at 8.33 µM; hit rate 0.51% among 340,000; Q9Y4P1; in the data active = inhibition above about 40%
A3G deaminase = APOBEC3G (human) deaminase inhibition | Q9HC16 | recombinant A3G, ssDNA deamination FAM/TAMRA fluorescence | inhibition, % at 20 µM | hit rate 0.28% among 330,000 | AID 493012;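 active = inhibition of at least 40% at 20 µM, with no more than 30% in the related APOBEC3A deaminase screen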;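 also: plate controls were DMSO wells with A3G for no effect and wells lacking A3G enzyme for full effect; some compounds called inactive have numbers as strong as hits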
Target sequence (Q9HC16 whole entry, looked up): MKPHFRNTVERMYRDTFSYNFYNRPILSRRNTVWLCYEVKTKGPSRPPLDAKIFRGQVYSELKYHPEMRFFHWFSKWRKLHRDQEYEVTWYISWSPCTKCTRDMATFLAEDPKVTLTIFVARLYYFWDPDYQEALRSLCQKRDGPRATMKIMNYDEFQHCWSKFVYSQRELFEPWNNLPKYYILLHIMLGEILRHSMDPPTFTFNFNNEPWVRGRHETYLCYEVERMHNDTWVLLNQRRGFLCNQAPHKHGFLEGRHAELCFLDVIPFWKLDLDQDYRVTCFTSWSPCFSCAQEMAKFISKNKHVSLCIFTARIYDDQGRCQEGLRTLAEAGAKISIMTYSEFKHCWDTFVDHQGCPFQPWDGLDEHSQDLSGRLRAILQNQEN
APOBEC3A inh = inhibitors of human APOBEC3A DNA deaminase | P31941 | recombinant A3A, FAM/TAMRA ssDNA deamination fluorescence | inhibition, % at 20 µM | hit rate 0.41% among 330,000 | AID 493011;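 active = at least 40% inhibition at 20 µM here, with at most 30% in a related deaminase screen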;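 also: plate controls were A3A with DMSO for no effect and wells lacking A3A enzyme for full effect; some results filed as inactive read as strong as hits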
* hit, by the source's call; nt = not tested or not shown.

No.	Molecule	mIAP act	hIAP block	MPTP block	MIN6 prolif	mIAP block	hIAP activ	ATG4B inhibitor	A3G deaminase	APOBEC3A inh
1	O=C(N/N=C/C=C/c1ccccc1)C1CC1(c1ccccc1)c1ccccc1 (centres undefined)	0.913	-11.5	4.6	-4.0	8.7	1.11	10.9	3.6	1.9
2	CCCCOc1ccc(OCCNC(=O)C2CCCN2C(=O)Nc2ccccc2)cc1 (centres undefined)	1.29	-14.7	-0.6	-1.0	-29.2	1.15	-21.1	-7.3	8.4
3	CCCC1=C(C(=O)OCC)C(c2ccc(N(C)C)cc2)n2ncnc2N1 (centres undefined)	1	5.2	0.3	3.1	-0.3	0.948	-1.7	-4.4	-4.5
4	CCOC(=O)c1ccc2nc(C)c(CCC(C)=O)c(Cl)c2c1	0.907	-2.0	-2.6	-0.1	9.3	1.02	3.7	-0.7	6.5
5	CCN(CC)C1=NS(=O)(=O)c2cc([N+](=O)[O-])ccc21	0.968	5.9	0.5	-4.1	3.2	0.941	8.3	-3.2	-2.0
6	Cc1c(C(=O)N/N=C/c2cccs2)nnn1-c1nonc1N	1.01	7.1	0.3	5.5	-0.9	0.929	-1.5	-5.6	-3.0
7	O=C(O)c1cc(S(=O)(=O)N(Cc2ccccc2)c2ccccc2Cl)ccc1Cl	0.927	0.8	0.2	-2.5	7.3	0.992	-4.2	-7.7	-4.9
8	CSCCC(NC(=O)COc1ccccc1)C(=O)OCCOc1ccc(Br)cc1 (centres undefined)	1.03	-26.4	-0.1	-6.8	-2.6	1.26	-4.4	-12.6	-3.5
9	NS(=O)(=O)c1cc(C(=O)OCC(=O)Nc2ccc3c(c2)OCO3)ccc1Cl	1	-29.7	-0.5	-4.2	-0.1	1.3	-6.9	-5.8	0.7
10	CCOc1ccc(S(=O)(=O)N2CCCC(C(=O)NCc3ccccc3)C2)cc1 (centres undefined)	1.03	-0.1	1.0	4.8	-3.4	1	-2.0	-4.6	1.8
11	CCn1cc(C(=O)Nc2ccc(C)cc2C)c(=O)c2ccc(C)nc21	0.944	10.1	nt	0.9	5.6	0.899	nt	-2.2	0.7
12	COc1cccc(NC(=O)c2cc(-c3ccc(OC)cc3OC)nc3ccccc23)c1	1.03	3.5	1.2	-3.9	-3.4	0.965	-19.8	-11.1	-2.0
13	CC1Cc2ccccc2N1CC(=O)NC(c1ccccc1)c1ccccc1 (centres undefined)	1.09	7.0	1.5	-6.2	-8.7	0.93	3.2	-5.9	-3.9
14	O=C(O)C1CC=CCC1C(=O)Nc1cc(Cl)ccc1Cl (centres undefined)	0.983	-7.5	0.1	-3.5	1.7	1.07	1.5	-2.4	-1.7
15	CCCC[N+](C)(C)CCC(=O)NC(C)(C)CS(=O)(=O)[O-]	0.982	-0.8	-6.0	-0.6	1.8	1.01	7.5	-2.2	1.8
16	Nc1[nH]c(N=NC(=O)c2ccccc2)c2ccccc12	0.922	-69.0	-8.6	-3.2	7.8	1.69	9.9	-4.4	-1.9
17	CN(C)c1ccc(C(=O)NN2C(=O)c3ccccc3C2=O)cc1	1.02	-6.1	0.0	-1.5	-2.1	1.06	-0.1	-11.2	3.1
18	COC(=O)c1sccc1NC(=O)Cn1nnc(-c2ccc(C)cc2)n1	0.953	3.9	0.2	-5.2	4.7	0.961	-2.7	-5.5	-2.0
19	COCCn1c(=NC(=O)c2cc(Cl)sc2Cl)sc2cc(S(N)(=O)=O)ccc21	0.906	-0.6	-1.2	-1.9	9.4	1.01	-13.9	-4.4	-3.8
20	CC(C)(C)OC(=O)N1CCC(NC(=O)c2[nH]cnc2C(=O)Nc2ccccc2)CC1	0.9	-37.4	-0.1	-4.0	10.0	1.37	-12.8	-8.1	-5.0
21	O=C(NCc1ccc(F)cc1)c1cnc(-c2ccccn2)nc1C(F)(F)F	0.991	9.2	0.9	0.2	0.9	0.908	3.7	0.7	0.8
22	O=C(NNc1cc(Cl)cc(Cl)c1)c1c(F)cccc1Cl	1.03	3.3	4.2	-1.6	-2.7	0.966	8.2	-1.9	-2.2
23	Cc1cccc(-c2nc3ccccc3c(=O)n2NC(=O)Cc2ccc(Cl)cc2)c1	0.966	8.9	5.5	3.6	3.4	0.911	4.4	-8.3	-1.9
24	CCOC(=O)c1ccccc1NC(=O)CN1C(=O)c2ccccc2S1(=O)=O	0.991	8.6	1.0	1.6	0.9	0.914	-6.5	-4.6	-4.1
25	CC(C)NS(=O)(=O)c1ccc(OCC(=O)NCc2ccco2)cc1	0.972	-7.0	-1.3	-1.8	2.8	1.07	-3.5	-3.6	-1.9
26	CCOc1ccccc1NC(=O)CSc1nnc(CNC(=O)c2ccccc2F)o1	0.904	-2.3	-1.1	5.5	9.6	1.02	-2.1	-4.0	-3.5
27	CS(=O)(=O)NNC(=O)CN1C(=O)C2C3C=CC(C3)C2C1=O (centres undefined)	0.959	-9.4	-0.3	-3.5	4.1	1.09	2.8	0.9	1.8
28	COC(=O)c1cc2ccccn2c2c(C(=O)OC)c(C(=O)OC)cc1-2	0.839	-0.9	-0.1	-5.5	16.1	1.01	-6.1	6.6	-4.5
29	CC1(NC(=O)CCc2ccccc2)CCN(CCCc2ccccc2)C1=O (centres undefined)	0.952	9.0	-3.0	0.1	4.8	0.91	-1.5	-4.9	-3.9
30	N=c1c2c(ncn1Cc1ccco1)Oc1cc(O)ccc1C2c1ccccc1 (centres undefined)	1.07	-12.5	-2.3	-4.9	-6.9	1.12	-1.3	-4.2	-2.8

Of the compounds above, these have fluorine.
No.	Molecule	mIAP act	hIAP block	MPTP block	MIN6 prolif	mIAP block	hIAP activ	ATG4B inhibitor	A3G deaminase	APOBEC3A inh
21	O=C(NCc1ccc(F)cc1)c1cnc(-c2ccccn2)nc1C(F)(F)F	0.991	9.2	0.9	0.2	0.9	0.908	3.7	0.7	0.8
22	O=C(NNc1cc(Cl)cc(Cl)c1)c1c(F)cccc1Cl	1.03	3.3	4.2	-1.6	-2.7	0.966	8.2	-1.9	-2.2
26	CCOc1ccccc1NC(=O)CSc1nnc(CNC(=O)c2ccccc2F)o1	0.904	-2.3	-1.1	5.5	9.6	1.02	-2.1	-4.0	-3.5

Other compounds
No.	Molecule	mIAP act	hIAP block	MPTP block	MIN6 prolif	mIAP block	hIAP activ	ATG4B inhibitor	A3G deaminase	APOBEC3A inh
31	O=C(O)C1CCN(c2c([N+](=O)[O-])cc(C(F)(F)F)cc2[N+](=O)[O-])CC1	1.06	-9.9	-0.7	-2.4	-6.1	1.1	-12.4	-4.5	-2.2
32	O=C(COc1ccccc1)Nc1nnc(-c2ccc(F)cc2)o1	1	-40.2	0.5	1.5	0.0	1.4	3.2	5.8	1.6
33	Clc1ccc(CNc2cnccn2)cc1Cl	1.12	11.8	1.1	-3.0	-12.1	0.882	7.3	3.8	1.1
34	COc1cccc(N2C(=O)Nc3ccc(Br)cc3C2(O)C(=O)NCCN(C)C)c1 (centres undefined)	0.993	-14.4	0.4	0.3	0.7	1.14	0.2	-7.8	-5.3
35	COc1ccc(/C(N)=N/OC(=O)C2CCCCC2)cc1	1.07	9.5	0.7	6.0	-6.7	0.905	-4.0	5.5	7.9
36	CCOc1ccc(C2c3c(oc4ccccc4c3=O)C(=O)N2c2ccc(C)cn2)cc1OC (centres undefined)	0.879	7.7	-2.3	-4.0	12.1	0.923	-7.4	-0.4	0.5
37	COc1ccccc1N(CC(=O)N1CCCCC1)S(=O)(=O)c1ccccc1	0.96	-1.2	0.7	3.9	4.0	1.01	2.5	0.1	-2.1
38	Cc1cc(Oc2ccc(N)cn2)cc(C)c1Cl	0.919	8.1	0.7	-0.4	8.1	0.919	0.6	-12.2	-2.1
39	CCCn1c(SCC(=O)Nc2ccc3c(c2)OCCO3)n[nH]c1=O	0.971	-4.9	-1.6	-4.5	2.9	1.05	-0.8	-7.5	-2.4
40	O=c1c2ccccc2cnn1Cc1n[nH]c(=S)n1C1CC2CCC1C2 (centres undefined)	0.989	-2.3	4.6	-1.3	1.1	1.02	0.6	39.8	-3.3
41	CC1CCC2C(=O)N(c3ccc(NC4CCN(Cc5ccccc5)CC4)c([N+](=O)[O-])c3)C(=O)C2C1 (centres undefined)	0.937	20.0	1.3	-2.0	6.3	0.8	4.2	-4.8	-0.4
42	O=C1NCCN/C1=C\C(=O)c1ccc(Br)cc1	1.08	-9.4	1.1	-0.1	-8.1	1.09	2.8	-3.1	-8.9
43	CCc1cc2c(=O)c(-c3ccc(F)cc3)c(C(F)(F)F)oc2cc1OCC(=O)O	0.951	9.0	nt	1.7	4.9	0.91	nt	-9.3	-1.5
44	CC(C)CC(NC(=O)OC(C)(C)C)c1cn([C@@H](CCCCNC(=O)OC(C)(C)C)C(=O)N2CCN(C(=O)OC(C)(C)C)CC2)nn1 (some centres undefined)	1.07	-13.9	-0.1	-6.5	-6.7	1.14	4.2	-1.4	4.5
45	COc1ccc(C(=O)OCC(=O)Nc2ccc(F)c(F)c2F)cc1OC	1.02	0.8	-2.0	0.2	-2.2	0.992	-5.0	1.1	3.3
46	COc1ccc(S(=O)(=O)N2CCOCC2)cc1C(=O)N(C)CCOc1ccc(Cl)cc1	1.1	3.3	0.2	1.8	-10.4	0.967	-8.5	-6.7	0.9
47	COCCN1CC(CNC(=O)c2cc(COc3ccccc3SC)on2)CC1=O (centres undefined)	0.968	2.5	-1.9	-0.9	3.2	0.975	3.5	2.1	2.7
48	CCc1cc(C(=O)OC)c(N2C(=O)C3C4C=CC(C4)C3C2=O)s1 (centres undefined)	1	-3.0	1.2	2.1	-0.1	1.03	1.0	-6.2	-1.7
49	COC(=O)c1ccc(-n2c(C)ccc2-c2ccccc2)cc1	0.975	2.6	0.0	-3.4	2.5	0.974	13.1	-6.6	-6.5
50	O=C(O)CCC(=O)N1N=C(c2ccc(Br)cc2)CC1c1cccc(Br)c1 (centres undefined)	0.935	-0.8	0.5	-3.1	6.5	1.01	9.5	-6.7	-2.5
51	Cc1cccn2c(=O)c(C=NCc3ccccc3)c(NCCO)nc12	1.01	-11.5	-0.4	-0.3	-0.8	1.11	3.7	1.3	-3.0
52	O=C(CCNS(=O)(=O)c1ccccc1)NNC(=O)c1csc(N2CCOCC2)n1	0.813	-90.6	-3.0	1.2	18.7	1.91	3.6	0.5	-0.1
